Bioassay records from PubChem.
TbHK1 inh: blocks Trypanosoma brucei hexokinase 1 activity; inhibition, % at 10 µM; 0.11% of 220,000 active; recombinant TbHK1, G6PDH-coupled NADH A340;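 active = inhibition of 50% or more in the single-dose primary screen; inactive = inhibition below 50%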
14-3-3 Bad inh: disrupts binding of bovine 14-3-3 zeta to phospho-Bad peptide | TR-FRET 14-3-3zeta/Dy647-pBad peptide displacement, 1 h | inhibition, % at 21.7 µM | 0.71% of 220,000 active;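 active = inhibition above about 70%, limit read from the data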;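 note: 0% = full 14-3-3 plus peptide FRET controls and 100% = background without 14-3-3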
Target sequence (P63103 whole entry, looked up): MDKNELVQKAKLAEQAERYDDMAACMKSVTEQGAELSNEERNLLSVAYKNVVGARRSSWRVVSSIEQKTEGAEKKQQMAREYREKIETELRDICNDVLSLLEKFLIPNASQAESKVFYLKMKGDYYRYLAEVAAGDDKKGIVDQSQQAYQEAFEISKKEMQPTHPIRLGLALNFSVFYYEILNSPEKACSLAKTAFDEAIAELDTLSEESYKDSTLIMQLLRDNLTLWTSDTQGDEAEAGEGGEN
Calpain2 inh: inhibitors of pig calpain II; purified calpain II, fluorogenic peptide substrate, 30 min; inhibition, % at 16 µM; 0.37% of 220,000 active; AID 1236;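 active = inhibition above about 50%, limit read from the data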
Hck-Nef inh: inhibitors of human Hck kinase activated by Nef | P08631 | Recombinant Hck-YEEI plus Nef, Z-Lyte FRET kinase assay | inhibition, % at 20 µM | 0.68% of 220,000 active | AID 463187;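 active = Hck-Nef kinase inhibition above about 50%, limit read from the data; inactive = inhibition below that limit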;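 note: 0% = DMSO with Hck plus Nef and 100% = Hck alone without Nef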
Rad51 HR inh: blocks human Rad51 in homologous recombination; hRad51 DNA strand exchange, fluorescence dequenching; inhibition, % at 10 µM; Q06609; 0.085% of 200,000 active;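 active = inhibition above 40% at the single screening dose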;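 note: 0% = DMSO control wells and 100% = blanks with heterologous ssDNA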
Target sequence (Q06609 whole entry, looked up): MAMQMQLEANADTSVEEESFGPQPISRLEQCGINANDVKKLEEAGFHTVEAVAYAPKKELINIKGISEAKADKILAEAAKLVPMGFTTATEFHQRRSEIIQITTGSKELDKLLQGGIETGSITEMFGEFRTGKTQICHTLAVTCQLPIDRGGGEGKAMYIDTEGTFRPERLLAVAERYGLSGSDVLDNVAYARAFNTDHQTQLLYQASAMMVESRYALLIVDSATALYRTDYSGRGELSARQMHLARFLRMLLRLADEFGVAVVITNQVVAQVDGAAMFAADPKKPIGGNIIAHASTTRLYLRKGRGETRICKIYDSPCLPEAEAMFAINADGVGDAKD
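Material: human Rad51–ssDNA filaments; Probe or stimulus: labelled 47-mer dsDNA for strand exchange; Doses: single 10 µM dose; Incubation: 37 °C 15-min filament assembly, 30-min compound preincubation, 15-min exchange; Technique: FRET fluorescence dequenching, excitation 485 nm, emission 520 nm; Measure: Fluorescence-based percent inhibition, control- and blank-normalised; Benchmarks: plate control and blank wells.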
EP2 mod: modulators of human EP2 prostaglandin E2 receptor; AID 940; EP2-expressing cells, cAMP HTRF FRET, PGE2 co-stimulation; 0.83% of 260,000 active; P43116; induction, % at 25 µM;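 active = compounds whose cAMP rise, as percent of the full-agonist control response, exceeds 60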;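 note: rat C6 glioma line stably carrying human EP2 under a CMV promoter; the protocol text gives 20 µM as final concentration; 100% = response of wells given 1 µM PGE2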
Target sequence (P43116 whole entry, looked up): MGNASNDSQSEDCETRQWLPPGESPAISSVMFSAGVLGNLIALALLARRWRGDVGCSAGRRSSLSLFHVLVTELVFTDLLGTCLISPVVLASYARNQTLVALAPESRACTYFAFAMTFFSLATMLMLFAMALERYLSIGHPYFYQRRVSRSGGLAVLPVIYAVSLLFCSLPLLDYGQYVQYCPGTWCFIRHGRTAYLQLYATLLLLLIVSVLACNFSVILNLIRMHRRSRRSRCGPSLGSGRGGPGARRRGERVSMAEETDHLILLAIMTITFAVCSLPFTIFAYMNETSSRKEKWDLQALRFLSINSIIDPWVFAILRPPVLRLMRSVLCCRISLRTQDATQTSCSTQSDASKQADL
PGE2 EP2 inh: blocks the human prostaglandin E2 receptor EP2; C6 glioma cells expressing human EP2, cAMP TR-FRET; cells stimulated with saturating PGE2; 0.52% of 260,000 active; P43116; inhibition, % at 25 µM;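 active = percent inhibition above 40 after rounding to a whole number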;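 note: rat C6 glioma host cells with rolipram phosphodiesterase inhibitor present; the protocol text gives 20 µM as final concentration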
eIF4E 4G PPI: eIF4E/eIF4G interaction inhibition in translation initiation. AID 782. inhibition, % at 21.7 µM. 0.37% of 220,000 active. TR-FRET eIF4E-eIF4GI(517-606) binding, 2 h;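 active = inhibition above about 30%, limit read from the data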;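 note: 0% = full FRET control wells and 100% = background wells lacking eIF4GI fragment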
zVAD death inh: blocks zVAD induced death of L929 cells | 0.38% of 220,000 active | viability rescue, % at 10 µM | L929 zVAD necroptosis rescue, ATP luminescence, 24 h; with zVAD 60 µM;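 active = activation, scaled between plate controls, above about 75%, limit read from the data; inactive = activation under that limit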;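 note: 0% = zVAD with DMSO and 100% = DMSO alone without zVAD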
Starred values were filed as active, the others as inactive; . = not tested or not shown; & = joins results of further samples; [ ] = remark or other dose. The list is partial. The share of hits here may be higher or lower than overall.

cpd	SMILES	TbHK1 inh	14-3-3 Bad inh	Calpain2 inh	Hck-Nef inh	Rad51 HR inh
1	O=C(NCc1ccc2c(c1)OCO2)c1ccc(Br)s1	0	0	-10	25	.
2	CCCCNC(=O)c1ccccc1NC(=O)c1ccccc1N(C)S(C)(=O)=O	-1	0[fluorescence artefact?]	9	2	-7
3	Cc1ccc(C(C(=O)NCc2ccco2)N(CCc2ccccc2)C(=O)Cn2nnc3ccccc32)o1 (stereo not drawn)	2	-7	12	3	5
4	Cc1cc(C)c(OCC(=O)NCC2CCCO2)c(C)c1 (stereo not drawn)	3	-2	4	26	-3
5	CCn1c(SCCOc2ccc(Cl)cc2)nnc1-c1cccs1	3	-8	-9	1	-8
6	Cc1nn(-c2ccccc2)c(C)c1/C=N/NC(=O)CSc1nnc(-c2ccccc2)n1-c1ccc(Cl)cc1	-1	-9	-85	3	11
7	COc1ccc(C2C(C(=O)N3CCN(c4ccccn4)CC3)CCC(=O)N2c2ccc(OC)cc2)cc1 (stereo not drawn)	-5	-13	-12	-14	1
8	O=C(c1ccc(Br)cc1)N(C1=NCCCCS1)c1ccccc1	2	2	-14	0	-7
9	CC(C)C(=O)OCc1cn(-c2ccc(Cl)c(Cl)c2)nn1	-1	-4	-2	18	15
10	CCOc1ccc2cc(C3CC(c4ccco4)=NN3S(=O)(=O)c3ccccc3)c(Cl)nc2c1 (stereo not drawn)	-15	-5	-57	5	-13

cpd	EP2 mod	PGE2 EP2 inh	eIF4E 4G PPI	zVAD death inh
1	-9	3	-5	0.0
2	8	8	2[fluorescence artefact?]	0.3
3	10	16	0	-0.9
4	-13	12	0	0.2
5	9	8	6	-0.3
6	-2	2	1	0.4
7	9	5	2	0.6
8	45	13	-11	-0.1
9	-13	3	3	1.5
10	20	8	0	0.7

Quoted at random: 4 compounds from above, in no set order.
cpd	SMILES	TbHK1 inh	14-3-3 Bad inh	Calpain2 inh	Hck-Nef inh	Rad51 HR inh
6	Cc1nn(-c2ccccc2)c(C)c1/C=N/NC(=O)CSc1nnc(-c2ccccc2)n1-c1ccc(Cl)cc1	-1	-9	-85	3	11
9	CC(C)C(=O)OCc1cn(-c2ccc(Cl)c(Cl)c2)nn1	-1	-4	-2	18	15
7	COc1ccc(C2C(C(=O)N3CCN(c4ccccn4)CC3)CCC(=O)N2c2ccc(OC)cc2)cc1 (stereo not drawn)	-5	-13	-12	-14	1
5	CCn1c(SCCOc2ccc(Cl)cc2)nnc1-c1cccs1	3	-8	-9	1	-8

cpd	EP2 mod	PGE2 EP2 inh	eIF4E 4G PPI	zVAD death inh
6	-2	2	1	0.4
9	-13	3	3	1.5
7	9	5	2	0.6
5	9	8	6	-0.3

Next section.
cpd	SMILES	TbHK1 inh	14-3-3 Bad inh	Calpain2 inh	Hck-Nef inh	Rad51 HR inh
11	CC(C)(C)NC(=O)C1Cc2ccccc2CN1C(=O)Nc1ccccc1Cl (stereo not drawn)	-1	-8[fluorescence artefact?]	-11	3	2
12	COc1cc(C(CC(=O)N2CCCC2)c2c(OC)cc(OC)c3ccc(=O)oc23)cc(OC)c1OC (stereo not drawn)	-34	-2	-51	26	-8
13	Cn1nnc(NC(=O)c2ccc(C(C)(C)C)cc2)n1	44	28	-14	1	2
14	CCCCOc1ccc(CSc2n[nH]c(C)n2)cc1	-2	-2	-24	-1	5
15	CN(C)C(=O)c1cc(C(=O)c2ccccc2C(F)(F)F)c[nH]1	2	4	28	13	8
16	O=C(Nc1ccc(Oc2ccccc2)cc1)C1CCN(c2c3c(nc4ncnn24)CCC3)CC1	-4	4	-44	1	-1
17	NS(=O)(=O)c1ccc(NC(=O)CN2CCCC2)cc1	1	-18	-1	26	6
18	Cc1ccc2cc(C=O)c(N(C)C)nc2c1	-7	5[fluorescence artefact?]	-116	-1	-8
19	O=C(CCN1C(=O)c2ccccc2C1=O)NCCC1=CCCCC1	-5	.	5	2	3
20	CCOC(=O)c1cnc(SCc2nc(N)nc(Nc3ccc(F)cc3)n2)nc1N	1	2	-24	0	-2

cpd	EP2 mod	PGE2 EP2 inh	eIF4E 4G PPI	zVAD death inh
11	30	17	2	0.3
12	24	11	3	0.2
13	-9	8	-2	2.4
14	12	8	1	0.1
15	-11	5	-5	-0.3
16	-26	2	8	1.2
17	22	7	-1	2.2
18	-4	2	3	0.1
19	-15	8	.	0.9
20	-5	3	6	-0.2

Record cards, from the list above. Values in the order: TbHK1 inh	14-3-3 Bad inh	Calpain2 inh	Hck-Nef inh	Rad51 HR inh	EP2 mod	PGE2 EP2 inh	eIF4E 4G PPI	zVAD death inh
O=C(CCN1C(=O)c2ccccc2C1=O)NCCC1=CCCCC1 across the screens: -5	.	5	2	3	-15	8	.	0.9
CCOC(=O)c1cnc(SCc2nc(N)nc(Nc3ccc(F)cc3)n2)nc1N across the screens: 1	2	-24	0	-2	-5	3	6	-0.2

Going on with the list.
cpd	SMILES	TbHK1 inh	14-3-3 Bad inh	Calpain2 inh	Hck-Nef inh	Rad51 HR inh
21	N#Cc1nc(Cc2ccccc2)oc1NCc1ccccc1	3	0[fluorescence artefact?]	10	0	-3
22	O=C(Nc1ccc(OC(F)(F)F)cc1)Oc1ccccc1N1CCCCC1	-7	-5	-22	21	-5
23	Cc1csc(NC(=O)c2ccc(S(=O)(=O)N3CCCC3)cc2)n1	-20	0	-23	32	.
24	Cc1ccc(Cn2ccc(NC(=O)c3noc4c3CCc3ccccc3-4)n2)cc1	-21	-6	-16	-3	-8
25	COc1cc(NC(C)=O)c2ncccc2c1NC(C)=O	-29	2	-19	18	15
26	COc1ccc(Br)c(-c2nc(CS(=O)(=O)c3ccc(F)cc3)no2)c1	-11	1	32	4	-1
27	CN1CCN(C(=O)/C(C#N)=C/c2ccc(OC(F)F)cc2)CC1	-10	-4	-21	17	44*
28	Cc1nnc(SC(C)C(=O)NC2CCCc3ccccc32)n1-c1ccccc1 (stereo not drawn)	3	5[fluorescence artefact?]	-6	2	-4
29	CCOC(=O)c1nn(-c2ccc(C)c(C)c2)c(=O)c2c(N)scc12	-9	-1	-25	-1	-7
30	COc1ccc(CNC(=O)C(c2ccco2)N(C(=O)Cc2cccs2)c2cccnc2)cc1 (stereo not drawn)	2	-4	-1	3	-13

cpd	EP2 mod	PGE2 EP2 inh	eIF4E 4G PPI	zVAD death inh
21	-23	11	-1	0.0
22	4	10	-1	0.8
23	-8	5	-9	0.3
24	-27	8	-3[fluorescence artefact?]	-1.2
25	2	5	2	0.0
26	9	3	3	1.3
27	2	5	-8	-0.6
28	14	7	2	0.0
29	2	2	0	0.2
30	16	4	4	0.2

Other entries
cpd	SMILES	TbHK1 inh	14-3-3 Bad inh	Calpain2 inh	Hck-Nef inh	Rad51 HR inh
31	CCS(=O)(=O)c1nc(S(=O)(=O)c2ccc(Cl)cc2)c(NCc2ccco2)s1	7	1[fluorescence artefact?]	9	2	-6
32	COc1cccc(-c2nnc(Nc3nc4c(F)cccc4s3)o2)c1	-25	5	4	17	.
33	COC(=O)c1sc(S(=O)(=O)N2CCN(c3ccc(OC)cc3)CC2)c(C(=O)OC)c1C	-8	-5	16	1	.
34	CCOc1cc(C2C(C(=O)c3ccco3)=C(O)C(=O)N2CCc2ccccc2)ccc1O (stereo not drawn)	-23	5	-61	1	3
35	CCOc1ccccc1N(C)C(=O)c1nn(-c2ccc(OC)cc2OC)c(=O)c2ccccc12	0	2	11	1	16
36	Cc1ccc(N=Nc2c(N)nn3c(C)cc(C)nc23)cc1	-19	-9	24	1	8
37	COC(=O)[C@@H]1C[C@]2(OC(=O)c3ccccc3)C=CC(=O)C[C@@H]2N1C(=O)OCc1ccccc1	1	2	-68	0	-4
38	Cc1ccc(C)c(N(Cc2cc3ccc(C)cc3[nH]c2=O)C(=O)c2ccco2)c1	-15	-10	-15	8	-2
39	CCCCn1c(N)c(-c2nc3ccccc3o2)c2c([N+](=O)[O-])nn(C)c(=O)c21	-6	69[fluorescence artefact?]	30	12	4
40	Cc1cc(NC(=O)c2cc(-c3ccco3)on2)n(-c2ccccc2)n1	1	11	-32	2	.

cpd	EP2 mod	PGE2 EP2 inh	eIF4E 4G PPI	zVAD death inh
31	-2	7	-1	0.4
32	-4	25	2	-0.7
33	-10	7	3	-0.2
34	13&-8	11&5	-2	2.3
35	4	4	-3	-0.7
36	-33	5	5	0.5
37	10	6	3[fluorescence artefact?]	31
38	-3	10	6	-0.2
39	0	0	7	0.1
40	1	1	3[fluorescence artefact?]	0.0

More compounds
cpd	SMILES	TbHK1 inh	14-3-3 Bad inh	Calpain2 inh	Hck-Nef inh	Rad51 HR inh
41	COc1ccc(/C=N/Nc2ncnc3scc(-c4ccccc4)c23)cc1OC	-56	-3	-92	-2	0
42	CC1(C)CC(=O)C2=C(C1)Nc1ncnn1C2c1ccccn1 (stereo not drawn)	-8	-11	5	1	1
43	COc1cc(C(=O)Nc2ccc(NC(=O)C3CC3)nc2)cc(OC)c1OC	0	7	15	-1	3
44	CCSc1cc(N2CCCC2)nc(-c2ccc(F)cc2)n1	-4	-7	18	1	-2
45	Clc1ccc(C2=Nn3c(Cn4nnc5ccccc54)nnc3SC2)cc1	-9	4	14	0	14
46	COCCNc1c2c(c(C#N)c3nc4ccccc4n13)CCCC2	-1	-9	-141	25	-1
47	CC(C)c1nc(C#N)c(N2CCOCC2)o1	-2	3[fluorescence artefact?]	-5	5	-58
48	c1ccc2oc(SCc3cn4ccccc4n3)nc2c1	-1	8[fluorescence artefact?]	16	5	-1
49	O=C(Cn1ccc([N+](=O)[O-])n1)N1CCc2ccccc21	-2	-7	14	10	18
50	O=C(NCC1CCS(=O)(=O)C1)NCC1CCS(=O)(=O)C1 (stereo not drawn)	-7	-2	15	-2	1
51	O=C(N/C(=C\c1cccc([N+](=O)[O-])c1)C(=O)N1CCOCC1)c1ccc([N+](=O)[O-])cc1	-4	-4	2	-3	-3

cpd	EP2 mod	PGE2 EP2 inh	eIF4E 4G PPI	zVAD death inh
41	29	8	-2	0.1
42	-18	9	-4	-0.1
43	-23	23	0	1.0
44	55	14	1	0.8
45	-17	3	6	1.6
46	-25	7	2	0.8
47	15	11	0	0.0
48	-9	4	-4	0.1
49	-19	7	4	1.0
50	3	11	-1	-0.3
51	-5	4	1	-0.1
